Compound activity as filed in PubChem BioAssay.
RXFP1 antagonist: qHTS Assay for Antagonists of the Relaxin Receptor RXFP1 | Relaxin receptor 1 (Homo sapiens), Q9HBX9 | HEK293-RXFP1, relaxin-stimulated cAMP HTRF, 30 min; hits give low values | activity change, negative = inhibition, % at 57.5 µM | hit rate 0.59% among 350,000 | AID 1259400, 2018;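 active = activity change of -60% or lower, but not beyond a set lower limit; inconclusive = change between -60% and -40%, or beyond the set limit; inactive = change above -40%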; note: % is set by controls: 0 for no effect and ±100 for the full control effect
Target sequence (Q9HBX9 whole entry, looked up): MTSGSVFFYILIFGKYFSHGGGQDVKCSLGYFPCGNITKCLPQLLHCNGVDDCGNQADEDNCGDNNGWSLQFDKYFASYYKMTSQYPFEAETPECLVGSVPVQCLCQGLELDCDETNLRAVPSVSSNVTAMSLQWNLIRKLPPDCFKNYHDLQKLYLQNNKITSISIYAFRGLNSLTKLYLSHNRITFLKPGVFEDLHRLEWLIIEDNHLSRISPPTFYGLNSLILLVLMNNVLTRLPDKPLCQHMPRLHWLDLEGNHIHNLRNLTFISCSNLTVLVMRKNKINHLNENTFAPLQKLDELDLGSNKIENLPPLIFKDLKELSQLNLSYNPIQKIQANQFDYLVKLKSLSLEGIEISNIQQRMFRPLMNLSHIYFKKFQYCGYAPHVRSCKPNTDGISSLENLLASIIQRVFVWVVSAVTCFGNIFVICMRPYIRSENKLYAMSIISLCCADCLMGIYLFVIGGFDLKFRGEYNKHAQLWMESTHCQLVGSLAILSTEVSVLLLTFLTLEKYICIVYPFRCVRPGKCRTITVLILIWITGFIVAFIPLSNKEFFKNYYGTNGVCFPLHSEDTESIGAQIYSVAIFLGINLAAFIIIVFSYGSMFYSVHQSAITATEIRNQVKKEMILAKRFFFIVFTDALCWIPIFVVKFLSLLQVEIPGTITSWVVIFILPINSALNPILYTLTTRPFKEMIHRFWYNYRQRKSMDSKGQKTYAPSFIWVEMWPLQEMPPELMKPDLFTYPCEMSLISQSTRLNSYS
D1 antagonist: Antagonist of Human D 1 Dopamine Receptor: qHTS. hit rate 3.2% among 360,000. D(1A) dopamine receptor (Homo sapiens), P21728. activity change, negative = inhibition, % at 10 µM. AID 504652, 2011. HEK293 TREx D1 cells, calcium flux, dopamine EC80; hits give low values; in the data active = activity change below about -30%; note: % is set by controls: 0 for no effect and ±100 for the full control effect
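Cells carrying a force-coupled, tetracycline-inducible human D1 receptor report calcium flux. Each well gets a 10 s baseline, compound with 180 s monitoring, then an EC80 dopamine stimulus with a second 180 s kinetic read.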
RXFP1 agonist: qHTS Assay for Agonists of the Relaxin Receptor RXFP1; Relaxin receptor 1 (Homo sapiens), Q9HBX9; HEK293T-RXFP1 cAMP TR-FRET, 30 min; response scale: percent of porcine relaxin response, buffer zero; Potency, µM (series often up to 57.5 µM), without a hit: at the top dose activation, actives largely listed as activators; hit rate 0.3% among 370,000; note: potency is the fitted concentration of half-maximal effect; % is set by controls: 0 for no effect and ±100 for the full control effect; nearly all actives have a fitted effect of over 60% in size; many of its hits are not listed in these tables
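Agonist response is measured as cAMP accumulation in an RXFP1-transfected HEK293T line under PDE4 inhibition. Values are scaled between buffer-only and 29 nM porcine relaxin, and EC50s come from standard Hill equation fits.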
D1 potentiator: Potentiators of Human D1 Dopamine Receptor: qHTS; D(1A) dopamine receptor (Homo sapiens), P21728; HEK293 TREx D1 cells, calcium flux, dopamine EC20 potentiation; potentiation, % at 10 µM; hit rate 0.036% among 360,000; in the data active = potentiation above about 30%; note: 0% is about no effect
Glioma ERSR ind: qHTS for Inducers of the Endoplasmic Reticulum Stress Response (ERSR) in Human Glioma: qHTS; hit rate 0.02% among 420,000; U87-MG GRP78 promoter luciferase reporter, 16 h; Potency, µM, for inactives: top-dose activation, usual class: activators; note: potency is the fitted concentration of half-maximal effect; series mostly up to about 76 µM; % of control where 0% means no effect; nearly all actives have a fitted effect of over 35% in size
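ERSR induction read as luciferase luminescence (Bright-Glo, 10 min at room temperature) in stably transfected human U87-MG glioma cells exposed to compounds for 16 h, using GRP78 as sensor.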
D2 PAM: HTS Assay for Positive Allosteric Modulators of the Human D2 Dopamine Receptor: Primary Screen for Potentiators | HEK293 T-REx D2, calcium flux, EC20 dopamine potentiation | AID 485347, 2010 | hit rate 0.34% among 340,000 | D(2) dopamine receptor (Homo sapiens), P14416 | potentiation, % at 10 µM;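 active = potentiation over 3 SD above the plate norm, cut at about 30% in these data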; note: 0% is about no effect
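Potentiation of an EC20 dopamine calcium response is measured in a force-coupled, tetracycline-inducible Hek293 Trex D2 line. Compound-only kinetic reads over 180 s flag agonists before dopamine addition.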
Vif-A3G inh: qHTS for Inhibitors of Vif-A3G Interactions: qHTS. DNA dC->dU-editing enzyme APOBEC-3G (Homo sapiens), Q9HC16. HeLa A3G-eYFP + Vif (tagged APOBEC3G with the HIV-1 protein that degrades it), YFP fluorescence, overnight. Potency, µM (titrated, usually from 46.1 µM), without a hit: top-dose activity, negative = active, hits mostly inhibitors. hit rate 0.076% among 410,000. AID 602310, 2012;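 note: potency is the fitted concentration of half-maximal effect; % is set by controls: 0 for no effect and ±100 for the full control effect; nearly all actives have a fitted effect of over 60% in size; hits raise eYFP signal because A3G escapes Vif-driven loss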
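Read-out is eYFP fluorescence (Ex 488/Em 500-530) from Vif-expressing HeLa A3G-eYFP cells; more signal means A3G escaped Vif-mediated degradation. Cells plated overnight, compound pinned in, incubated overnight at 37 deg C.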
D1 agonist: Allosteric Agonists of the Human D1 Dopamine Receptor: qHTS | hit rate 1% among 360,000 | HEK293 T-REx D1 cells, calcium flux, agonist mode | AID 504660, 2011 | activation, % at 2 µM | D(1A) dopamine receptor (Homo sapiens), P21728; in the data active = activation above about 30%; note: 0% is about no effect
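Inducible HEK293 T-REx D1 cells, force-coupled to calcium signalling, were plated at 4000 cells/well with tetracycline and held overnight at 30 C. After no-wash calcium dye loading, compound-evoked calcium rise over 180 s flagged agonists.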
Vif-A3F inh: qHTS for Inhibitors of Vif-A3F Interactions: qHTS. hit rate 0.2% among 390,000. HeLa A3F-eYFP + Vif (tagged APOBEC3F with the HIV-1 protein that degrades it), YFP fluorescence increase. Potency, µM (series often up to 46.1 µM), without a hit: top-dose activity, negative = active; note: potency is the fitted concentration of half-maximal effect; % of control where 0% means no effect; nearly all actives have a fitted effect of over 65% in size
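Fluorescence increase (Ex 488/Em 500-530) after overnight compound treatment at 37 deg C flags inhibition of Vif-driven A3F-eYFP loss in stable HeLa A3F-eYFP/Vif cells seeded overnight beforehand.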
Numbers without * were called inactive; ? = inconclusive; nt = no result given. Unless noted, calls come from the whole dose curve; as a rule, active = well fitted curve in the direction sought with a large enough effect; inconclusive = small, poorly fitted or top-dose-only effect, or another doubt; inactive = no such curve, though single readings can be large; an effect the other way counts as inactive or inconclusive. An excerpt; count on the stated rates, not on these rows.

SMILES	RXFP1 antagonist	RXFP1 agonist	D1 antagonist	D1 agonist	D1 potentiator	Glioma ERSR ind	Vif-A3G inh	Vif-A3F inh	D2 PAM
O=C(OCCN=C1NS(=O)(=O)c2ccccc21)C1CC(=O)N(c2ccc(Cl)cc2)C1 (stereo not given)	4.9	-0.5%	-3.0	1.7	-2.6	-3.4%	4.6%	4.2%	1.2
O=C(NC1CC1)c1cccc(S(=O)(=O)N2CCOCC2)c1	-6.3	-1.9%	-3.6	3.0	-2.6	0.7%	3.0%	-17.1%	-7.3
CCOC(=O)c1ccc(NC(=O)c2csnn2)cc1	-12.6	-0.2%	10.8	-1.5	-2.0	-4.1%	-0.6%	1.5%	6.4
Cc1nc2nc(SCC(=O)c3ccc([N+](=O)[O-])cc3)[nH]c2cc1Br	-20.4	1.2%	-2.2	0.4	-10.5	-1.3%	-0.9%	-7.9%	-7.6
COc1ccc(N/C(=N/c2nc(C)cc(C)n2)NC(=O)Nc2ccc(Cl)c(Cl)c2)c(OC)c1	-3.6	1.1%	-16.1	1.1	-5.6	-1.6%	0.1%	5.3%	-1.9
O=C(CSc1cnc2ccccc2n1)NC1CCCC1	16.7	?	-3.6	1.1	-1.8	-2.8%	-5.6%	0.3%	6.8
CN(Cc1ccccc1)CC(O)COc1ccc(CNCCOc2cccnc2)cc1 (stereo not given)	-2.3	1.4%	-9.6	3.6	3.1	2.8%	0.2%	-8.3%	-12.3
C#CCn1c(=NC(=O)c2ccccc2[N+](=O)[O-])sc2cc(S(C)(=O)=O)ccc21	4.2	2.9%	-11.4	2.8	0.5	2.2%	-2.2%	0.3%	11.2
CCOc1cccc2cc(-c3nc(-c4ccc(Cl)cc4)c(C)s3)c(=O)oc12	-3.2	2.4%	-0.4	1.3	-2.2	-3.4%	-10.4%	0.5%	5.5
CCN(CC)c1nc2c3c(nc4c(c3c1C#N)CC(=O)N4c1ccc(Cl)cc1)NC(C)=N2	nt	1.0%	-1.1	1.4	5.6	-3.0%	2.4%	5.0%	1.5
COc1ccc([C@H]2CC(=O)C=C(c3ccc(F)nc3)C2)cc1OC	nt	-0.1%	7.1	-0.5	-4.7	-2.3%	?	-0.6%	-6.3
COC(=O)c1ccc(-n2c(C)cc(C(=O)CSc3cccc[n+]3[O-])c2C)cc1	-3.7	-1.5%	8.7	3.1	-9.1	-5.2%	-0.4%	7.5%	0.0
O=C(C1=C[C@@H](c2ccc3c(c2)OCO3)C[C@@H](OCCCCO)O1)N1CCOCC1	nt	-1.1%	-11.0	0.2	-2.2	2.3%	-4.6%	0.9%	5.9
Cc1cccc(NC(=O)COC(=O)[C@@H]2CCCN2C(=O)c2cccs2)c1	-5.7	nt	nt	nt	nt	-1.8%	0.3%	-12.0%	nt
COc1cccc(-c2nn(-c3ccc(F)cc3)cc2C(=O)NCC2CCCO2)c1 (stereo not given)	-14.5	-0.8%	1.1	2.5	4.6	-3.1%	-1.7%	-14.1%	-16.4
COc1ccc(Nc2nnc(-c3ccc(C)c(S(=O)(=O)NCCO)c3)c3ccccc23)cc1C(N)=O	-2.4	3.6%	9.5	-2.5	0.6	-1.0%	-6.8%	-4.8%	-1.5
Cc1cccc(C(=O)Nc2ccc3c(c2)C(=O)N(CC(C)C)C3=O)c1	-17.3	0.3%	-22.3	13.9	3.4	-2.5%	-4.1%	-3.5%	-10.5
CC1CCN(c2oc(-c3cccc4ccccc34)nc2C#N)CC1	-5.2	-0.2%	4.6	0.1	-0.2	1.3%	0.4%	-7.9%	1.1
COc1ccc(OC)c(CN2CCC(CNC(=O)Nc3cccc(Cl)c3)CC2)c1	-9.8	-0.3%	-7.9	26.0	-3.4	-7.0%	3.3%	-25.8%	9.7
COc1cccc(NC(=O)CN(C)C(=O)CSc2nc(C)cc(C)n2)c1	-6.1	0.3%	13.7	0.6	1.6	-4.9%	-6.0%	-28.1%	-5.4
COC(=O)/C=C/C(=O)Nc1ccc(O)c(Cl)c1	9.8	0.0%	-10.3	0.6	0.4	-4.5%	-20.7%	-13.8%	2.3
CC(=O)NC(C)C(=O)OCC(=O)Nc1ccc(Br)cc1 (stereo not given)	-0.4	1.5%	2.2	18.1	-5.8	-2.3%	1.2%	-9.7%	27.1
CCCOc1ccccc1OCC(=O)Nc1cccc(S(=O)(=O)NC2=NCCC2)c1	-8.4	-0.4%	-13.4	2.4	-3.9	-4.0%	0.7%	-8.7%	6.3
C=CCc1cc(Cl)ccc1OCCOCCN(C)C	?	-3.4%	-25.1	8.3	-3.0	-6.3%	2.8%	-15.3%	-9.2
CCN(CC)C1CCN(C(=O)c2cc(COc3cccc4cccnc34)on2)C1 (stereo not given)	25.1	2.3%	10.9	-0.7	-1.3	-1.8%	1.4%	1.9%	-15.7
Cc1nnc(C)n1/N=C/c1ccccc1	18.3	2.0%	4.7	1.2	-10.3	-3.3%	-1.6%	-7.8%	14.7
CC(=O)Nc1cccc(NC(=O)CSc2cn(CC(=O)N3CCCCCC3)c3ccccc23)c1	-29.9	-1.9%	4.4	0.7	-0.9	-2.7%	5.1%	-1.1%	-5.4
Cc1ccc(OCC(=O)Nc2ccccc2C(=O)OCc2cc(=O)n3ccsc3n2)cc1	-4.3	4.9%	3.1	0.3	0.3	-3.9%	5.3%	5.2%	2.5
O=C(CSc1ccc(F)cc1)NCC1(N2CCOCC2)CCCCC1	-17.1	0.1%	-9.7	3.8	1.8	-3.3%	0.5%	-21.0%	-2.5
CC1CCCCC12NC(=O)N(CC(=O)OCc1ccc(Br)cc1)C2=O (stereo not given)	-3.8	-0.5%	-16.4	2.4	-0.6	-1.1%	1.1%	4.8%	6.4
CCOC(=O)C1NC(=O)CC1c1ccccc1 (stereo not given)	2.6	-0.2%	-20.7	4.0	-2.3	-2.8%	0.1%	4.0%	11.9
O=c1[nH]c(N2CCN(Cc3ccccc3)CC2)nc2c1CCC2	-11.4	2.0%	-1.9	2.2	-4.5	2.6%	1.3%	9.5%	2.9
COc1ccc(Br)c(C(=O)NC2CCCC2)c1	-3.3	-1.5%	-9.2	0.2	1.9	-4.9%	1.4%	11.6%	1.9
COc1ccc(NS(=O)(=O)c2cc(NC(=O)c3ccco3)ccc2N2CCCC2)cc1	-1.2	0.1%	-13.2	0.1	2.1	-0.5%	-8.6%	-6.9%	-20.3
CCCCNc1c(-c2ccc(SC(C)CC)c(OC)c2)nc2ccc(C)cn12 (stereo not given)	nt	?	-23.8	3.3	-4.3	-5.8%	-9.4%	-25.6%	nt
COC(=O)c1ccc(Oc2c(C)oc3cc(OCc4cnn(-c5ccccc5)c4)ccc3c2=O)cc1	9.6	4.6%	3.8	3.8	2.2	-1.9%	0.0%	-3.6%	0.7
CSc1ncnc2c1ncn2CCCN1CCN(c2ncccn2)CC1	1.7	nt	nt	nt	nt	1.4%	-0.2%	-1.2%	nt
C=CCn1c(=O)/c(=C2/SC(C)=C(C)N2CC)s/c1=C1/C(=O)N(CC)C(=S)N1c1ccccc1	1.7	2.3%	-3.8	-1.3	-4.2	6.3%	-5.8%	-0.8%	-1.5
CCc1nnc2c(NCc3ccc(F)cc3)nc3ccccc3n12	-1.2	8.3%	-12.6	6.2	-2.8	-3.8%	-12.0%	-3.6%	-1.5
C=CCOC(=O)C1=C(C)NC(C)=C(C(=O)OCC=C)C1c1ccc(C)o1	14.2	-9.0%	-24.9	8.0	-7.5	-6.2%	-2.9%	8.7%	-2.7
COCCN(C(=O)C1CC(=O)N(Cc2ccccc2)C1)c1nc(-c2ccc([N+](=O)[O-])cc2)cs1 (stereo not given)	9.6	-2.0%	26.7	4.7	-5.5	4.0%	-2.4%	2.8%	0.4
COc1cccc(C2c3c(oc4ccccc4c3=O)C(=O)N2Cc2ccco2)c1 (stereo not given)	-5.0	nt	nt	nt	nt	-4.1%	-14.5%	3.2%	nt
CCCCCCCCCCCC(=O)NC(Cc1ccc(OC)c([N+](=O)[O-])c1)C(=O)O (stereo not given)	-11.6	2.4%	-48.2*	137.1*	-10.4	-3.7%	0.8%	0.7%	-1.6
O=C(c1ccco1)N1CCN(Cc2nc3ccccc3[nH]2)CC1	-5.7	nt	nt	nt	nt	-2.8%	2.7%	0.7%	nt
COC(=O)c1cc(NC(=O)Cc2ccc(OC)c(OC)c2)cc(C(=O)OC)c1	-1.0	0.2%	4.5	-0.5	-5.0	-2.0%	-5.7%	nt	11.5
CCCCN(Cc1ccccc1)S(=O)(=O)c1cc(Br)cc2c1N(C(C)=O)C(C)C2 (stereo not given)	2.0	-0.2%	-1.4	3.8	-3.6	-4.7%	-4.5%	-7.7%	-5.5
Cc1onc(-c2ccccc2Cl)c1C(=O)N(C)Cc1ccccc1	-5.3	0.5%	-6.0	2.1	-0.8	-5.4%	0.1%	-19.8%	-6.3
COCC1CCCN(C(=O)c2ccc3nc(Cc4cccc(Cl)c4)oc3c2)C1 (stereo not given)	-6.4	1.4%	5.2	4.1	-1.6	0.1%	-2.2%	2.0%	-2.7
CCCCN(CC)c1nc(-c2ccncc2)nc2ccccc12	?	-0.3%	0.0	-2.0	-3.2	-13.3%	-10.9%	-5.2%	4.0

Two of the compounds above, with two lines to a compound:
Every second line gives: RXFP1 antagonist	RXFP1 agonist	D1 antagonist	D1 agonist	D1 potentiator	Glioma ERSR ind	Vif-A3G inh	Vif-A3F inh	D2 PAM
> CCCCN(Cc1ccccc1)S(=O)(=O)c1cc(Br)cc2c1N(C(C)=O)C(C)C2 (stereo not given)
    2.0	-0.2%	-1.4	3.8	-3.6	-4.7%	-4.5%	-7.7%	-5.5
> Cc1onc(-c2ccccc2Cl)c1C(=O)N(C)Cc1ccccc1
    -5.3	0.5%	-6.0	2.1	-0.8	-5.4%	0.1%	-19.8%	-6.3
